Source: PubChem (National Center for Advancing Translational Sciences (NCATS))
Pol eta inh = blocks human DNA polymerase eta activity; Q9Y253; 1.2% of 390,000 active; Potency, µM (top dose mostly 114 µM), inactives show top-dose activity change, negative = inhibition, most hits filed as inhibitors; AID 588591; recombinant Pol eta, fluorescent DNA replication assay; also: % is scaled to controls: 0 for no effect and ±100 for the full control effect
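Pol eta at 10 nM preincubated with compounds 15 min at room temperature; reaction started with fluorescent substrate (50 nM final) and read kinetically at 0 and 10 min.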
BAZ2B inh = BAZ2B (human) inhibition; Q9UIF8; AlphaScreen BAZ2B-H3K14Ac peptide displacement; Potency, µM (series often up to 114 µM), for inactives: at the top dose activity change, negative = inhibition, hits mostly inhibitors; 4.4% of 360,000 active; AID 504333; also: % is scaled to controls: 0 for no effect and ±100 for the full control effect; nearly all actives have a fitted effect of over 60% in size
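Compounds, titrated to a top concentration of 110 uM, were incubated 30 min at room temperature with preformed BAZ2B/acetyl-K14 H3 peptide complex (50 nM each). Proximity signal was measured by AlphaScreen after 20 min with beads.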
Apoferritin bind = candidate novel general anesthetic via apoferritin binding; AID 485281; Potency, µM (titrated, usually from 77.5 µM), inactives show top-dose activity change, negative = displacement, hits mostly inhibitors; 0.074% of 350,000 active; apoferritin/1-aminoanthracene competitive binding, fluorescence; also: % is scaled to controls: 0 for no effect and ±100 for the full control effect; nearly all actives have a fitted effect of over 20% in size
Target sequence (P02791 2-175 limits assumed): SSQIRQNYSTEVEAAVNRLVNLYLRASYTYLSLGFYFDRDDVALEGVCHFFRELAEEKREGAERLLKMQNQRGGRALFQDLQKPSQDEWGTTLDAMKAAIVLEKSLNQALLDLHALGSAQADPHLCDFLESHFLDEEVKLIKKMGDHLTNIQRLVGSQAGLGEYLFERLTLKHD
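In PBS, apoferritin at 10 uM is loaded with 1-AMA from a 50% saturated solution. After 10 min of compound exposure at ambient temperature, reduced 535 nm fluorescence indicates probe displacement.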
Pol beta inh = DNA polymerase beta (human) inhibition; P06746; 1.3% of 340,000 active; Potency, µM (titrated, usually from 114 µM), without a hit: at the top dose activity change, negative = inhibition, actives largely listed as inhibitors; Pol beta primer extension/strand displacement, fluorescence kinetic; also: % is scaled to controls: 0 for no effect and ±100 for the full control effect
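Values derive from four-parameter Hill fits of normalized kinetic data: reads at 0 and 10 min following addition of 50 nM substrate to 10 nM Pol beta preincubated 15 min with compound.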
APEX1 inh = APE1 (human) endonuclease inhibition. Potency, µM (series often up to 65.8 µM), for the others: top-dose activity change, negative = inhibition, usual class: inhibitors. recombinant APE1, TAMRA/BHQ-2 abasic DNA cleavage fluorescence. 0.35% of 350,000 active. AID 2517. P27695;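 also: plate controls were vehicle for no effect and reference inhibitor for full effect; nearly all actives have a fitted effect of over 55% in size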
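Step 1: APE1 (0.75 nM) with compound, 15 min RT. Step 2: add 50 nM fluorophore/quencher THF duplex. Step 3: three fluorescence reads 60 s apart (525/598 nm); read 3 minus read 1 = reaction progress.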
POLK inh = inhibitors of human DNA polymerase kappa; Q9UBT6; purified Pol kappa, fluorescent DNA synthesis assay, 10 min; Potency, µM (titrated, usually from 107 µM), for the others: at the top dose activity, negative = inhibition, usual class: inhibitors; 0.53% of 400,000 active; also: % is scaled to controls: 0 for no effect and ±100 for the full control effect
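Readout: fluorescence, taken kinetically at 0 and 10 min. Conditions: 10 nM Pol kappa, 15 min RT compound preincubation, 50 nM substrate final. Controls: enzyme-free buffer wells.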
Pol iota inh = inhibitors of human DNA polymerase iota. 1% of 390,000 active. Q9UNA4. Potency, µM (titrated, usually from 115 µM), for inactives: at the highest dose activity, negative = inhibition, usual class: inhibitors. Pol iota fluorescent replication assay, 10 min
Target sequence (Q9UNA4 whole entry, looked up): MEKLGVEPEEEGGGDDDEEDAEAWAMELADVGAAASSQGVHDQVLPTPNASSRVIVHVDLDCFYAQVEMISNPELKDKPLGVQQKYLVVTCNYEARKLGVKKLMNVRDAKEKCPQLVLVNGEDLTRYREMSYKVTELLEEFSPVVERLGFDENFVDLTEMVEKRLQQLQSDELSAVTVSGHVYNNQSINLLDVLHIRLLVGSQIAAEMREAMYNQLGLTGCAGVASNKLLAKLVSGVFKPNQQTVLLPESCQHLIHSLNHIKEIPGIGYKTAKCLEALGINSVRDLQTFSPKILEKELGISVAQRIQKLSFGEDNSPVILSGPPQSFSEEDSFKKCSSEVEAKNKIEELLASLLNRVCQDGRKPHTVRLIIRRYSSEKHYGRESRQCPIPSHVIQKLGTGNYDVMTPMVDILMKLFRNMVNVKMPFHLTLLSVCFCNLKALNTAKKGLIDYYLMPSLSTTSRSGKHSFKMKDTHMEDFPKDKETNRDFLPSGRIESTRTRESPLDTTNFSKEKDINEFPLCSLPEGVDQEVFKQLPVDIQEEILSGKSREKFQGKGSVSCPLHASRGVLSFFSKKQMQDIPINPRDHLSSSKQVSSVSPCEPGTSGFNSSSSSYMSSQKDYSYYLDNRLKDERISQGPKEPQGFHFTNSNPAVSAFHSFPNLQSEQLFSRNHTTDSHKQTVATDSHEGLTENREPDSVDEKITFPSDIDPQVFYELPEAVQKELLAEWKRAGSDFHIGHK
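Pol iota at 10 nM preincubated 15 min with compounds at room temperature; reaction started with fluorescent substrate, 50 nM final. Fluorescence read kinetically at 0 and 10 min; buffer-only wells as negative control.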
G9a inh = blocks human histone lysine methyltransferase G9a | Q96KQ7 | G9a H3K9 monomethylation, AlphaScreen, 2 h | Potency, µM (top dose mostly 102 µM), without a hit: at the top dose activity, negative = inhibition, usual class: inhibitors | 8.8% of 350,000 active | AID 504332; also: % is scaled to controls: 0 for no effect and ±100 for the full control effect; nearly all actives have a fitted effect of over 75% in size
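G9a (20 nM) preincubated 15 min RT with compounds, then 500 nM biotinylated H3K9 peptide and 20 uM SAM added; 2 h RT reaction. Monomethyl-H3K9 product detected by AlphaScreen with anti-H3K9me1 antibody, streptavidin donor and anti-rabbit IgG acceptor beads.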
BLM helicase inh = blocks DNA unwinding by human BLM helicase; P54132; recombinant BLM DNA unwinding, fluorescence dequenching; Potency, µM (highest dose often 56.1 µM), without a hit: top-dose activity change, negative = inhibition, actives largely listed as inhibitors; 0.2% of 350,000 active; AID 2528;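 also: plate controls were vehicle for no effect and no enzyme for full effect; nearly all actives have a fitted effect of over 35% in size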
* hit, by the source's call; ? = inconclusive; · = no result given; & = joins results of further samples; [ ] = another dose, or the depositor's remark. Calls follow the shape of the dose curve; as a rule, active = well fitted curve in the direction sought with a large enough effect; inconclusive = small, poorly fitted or top-dose-only effect, or another doubt; inactive = no such curve, though single readings can be large; an effect the other way counts as inactive or inconclusive. Potency is read from the fitted curve at half-maximal effect.

Preview, three compounds:
no.	mol	Pol eta inh	BAZ2B inh	Apoferritin bind	Pol beta inh	APEX1 inh	POLK inh	Pol iota inh	G9a inh	BLM helicase inh
1	Cc1[nH]c2ccccc2c1C(=O)C(=O)NCc1cccs1	-8%	·	-8%	6%	-3%	-14%	6%	-1%	1%
2	CCOC(=O)c1cc(-c2ccccc2)n(-c2cccc(C(=O)Nc3ccc(OC)cc3)c2)c1C	-15%	?	32%[activator]	7%	·	-8%[60.1 µM]	-8%	?	-8%
3	Cc1nc(NC(=O)c2ccccc2)sc1C	-13%	-4%	-7%	56%	-6%	-12%	-6%	12%[0.501 µM]	0%

This part in full (from the top)
no.	mol	Pol eta inh	BAZ2B inh	Apoferritin bind	Pol beta inh	APEX1 inh	POLK inh	Pol iota inh	G9a inh	BLM helicase inh
1	Cc1[nH]c2ccccc2c1C(=O)C(=O)NCc1cccs1	-8%	·	-8%	6%	-3%	-14%	6%	-1%	1%
2	CCOC(=O)c1cc(-c2ccccc2)n(-c2cccc(C(=O)Nc3ccc(OC)cc3)c2)c1C	-15%	?	32%[activator]	7%	·	-8%[60.1 µM]	-8%	?	-8%
3	Cc1nc(NC(=O)c2ccccc2)sc1C	-13%	-4%	-7%	56%	-6%	-12%	-6%	12%[0.501 µM]	0%
4	Cc1ccc(N(C(C)C(=O)O)S(=O)(=O)c2cccnc2)cc1 (configuration not stated)	-9%	-4%	-5%	1%	1%	4%	-28%	?	-9%
5	CC1(C)CC[C@]2(C(=O)O)CC[C@]3(CO)C(=CCC4[C@@]5(C)C[C@H](O)[C@H](O)[C@@](C)(C(=O)O)C5CC[C@]43C)[C@@H]2C1 (some centres not stated)	-3%	·	·	·	9%	-20%	?	·	·
6	O=C(O)c1cnc(-c2ccccc2)nc1Sc1ccc(Cl)cc1Cl	?	2%	-14%	31%[activator]	0%	-2%	?	-5%	0%
7	N/C(=N\OC(=O)C(c1ccccc1)c1ccccc1)c1cccnc1	-11%	7%	-22%	0%	-2%	-17%	-4%	6%[0.501 µM]	-16%
8	COc1ccc(Br)cc1/C=N/Nc1ccc(Cl)c(C(=O)O)c1	-18%	?	-12%	-2%	-7%	-19%	58%[activator]	14µM*	0%
9	CCOC(=O)C1CC(C)=C(C)CC1C(=O)O (configuration not stated)	7%	-1%	-9%	-19%	?	-9%	-9%	-2%	-6%
10	Cc1cnc(CNc2nc(-c3ccccc3C)nc3ccccc23)cn1	·	·	·	·	9%	0%[60.1 µM]	·	15%[0.501 µM]	3%
11	CCCNC(=S)Nc1ccc2nc(-c3ccccn3)c(-c3ccccn3)nc2c1	-21%	0%	581%[activator]	23%	-2%	-11%	6%	13µM*	-8%
12	CSC(=Nc1ccccc1)Nc1ccccc1	-16%	11%	-7%	24%	-3%	-6%	63%[activator]	·	-6%
13	Cc1csc(=O)n1CC(=O)OCC(=O)Nc1ccccc1C(C)C	-19%	-20%	·	·	39%	7%	56%[activator]	3%[12.7 µM]	·
14	N=c1n(CCO)c2ccccc2n1CCOc1ccc(F)cc1	-5%	2%	-3%	-2%	·	-11%	-10%	4%[59 µM]	3%
15	CCn1nc(-c2ccccc2)c(-c2ccccc2)c(C(=O)Nc2ccccc2C(N)=O)c1=O	-11%	-18%	-10%	1%	·	-2%	30%	0%[59 µM]	-1%
16	CCCCNC(=S)Nc1ccc2cn[nH]c2c1	-3%	2%	-1%	33%	?	0%	38%[activator]	-13%[59 µM]	0%
17	Cc1cccc(-c2nsc(SCC(=O)Nc3nccs3)n2)c1	-1%	-5%	-8%	23%	-3%	-9%	24%	10µM*	0%
18	NC(=O)Cc1ccc(C(=O)c2ccc(Cl)cc2Cl)s1	-11%	?	-15%	-30%	-7%	-11%	38%[activator]	?	-17%
19	O=C(NC1CCCC1)C(c1cccs1)N(C(=O)c1ccno1)c1ccccc1 (configuration not stated)	7%	8%	-6%	-11%	13%	-3%	19%	25%[12.7 µM]	-2%
20	CCOC(=O)N1CCc2c(sc3c2c(=O)n(-c2ccc(Cl)cc2)c(=O)n3CC(=O)Nc2ccccc2)C1	-17%	-4%	0%	2%	·	-4%[60.1 µM]	28%	0%[59 µM]	0%
21	CC1(C)CC(=O)C(C=NCCCO)=C(O)C1	1%	24%	-5%	2%	2%	-12%	?	23%	1%
22	CC(C)(C)OC(=O)C1C(=O)CC(C)(O)C(C(=O)OC(C)(C)C)C1c1cccnc1 (configuration not stated)	-11%	-7%	-2%	38%	13%	2%	6%	2%[59 µM]	-3%
23	O=C(NCc1ccc2c(c1)OCO2)C1CCN(S(=O)(=O)c2ccc(Br)s2)CC1	-12%	5%	9%	-1%	8%	-19%	-4%	-19%	-8%
24	CC(CCc1ccccc1)C(=O)NO (configuration not stated)	-12%	5%	-19%	-1%	3%	-6%	-55%	?	-6%
25	Cc1ccc(C(OC(=O)c2ccco2)C(=O)NC(C)(C)C)cc1 (configuration not stated)	3%	-16%	-11%	3%	2%	-8%	105%[activator]	34%	0%
26	COc1ccc(N2CCN(CCCNC(=O)c3c(C)nn(-c4ccc(F)cc4)c3-n3cccc3)CC2)cc1	-15%	50µM*	-1%	31%	·	-5%	8%	4.5µM*	0%
27	Cn1nc(C(=O)OCC(=O)Nc2ccc3ccccc3c2)c2ccccc2c1=O	-27%	-13%	-19%	6%	-5%	6%	136%[activator]	2%	-2%
28	Cc1nc2ccn(Cc3cccs3)c(=O)c2cc1C(=O)N1CCN(c2ccccc2)CC1	13%	-26%	-11%	-1%	·	0%	-11%	-8%[59 µM]	-2%
29	CC1(c2ccccc2)NC(=O)N(CC(=O)Nc2ccccc2C(=O)N2CCCCC2)C1=O (configuration not stated)	-27%	-1%	·	·	8%	-9%	28%	16%[59 µM]	·
30	COc1ccc(C(=O)N(c2ccc(C)cc2)C2C=CS(=O)(=O)C2)cc1OC (configuration not stated)	-16%	-2%	-2%	18%	13%	12%	56%[activator]	-3%	-4%
31	O=C(c1ccccc1)c1ccc2nc(Nc3cc(Cl)ccc3O)c3nncn3c2c1	0%	-37%	15%	-24%	·	-10%	?	?	-4%
32	COc1ccc(CNC(=O)C2CCN(C(=O)N3CCOc4ccc(C)cc43)CC2)cc1	-14%	-41%&-5%	-9%&6%	-14%&12%	-10%	-5%&2%	-7%&36%	-2%	1%&-2%
33	COc1ccccc1NC(=O)C1=C(C)NC(=O)NC1c1ccc(C)s1 (configuration not stated)	-16%	-26%	-10%	-1%	6%	-2%	158%[activator]	-35%	-4%
34	CCc1ccc(OCCCC(=O)Nc2ccc(S(N)(=O)=O)cc2)cc1	-18%	-15%	-7%	13%	-2%	-1%	39%[activator]	3%	-6%
35	Cc1ccc(S(=O)(=O)N2CCN(C(=O)c3ccccc3-c3nc4ccccc4s3)CC2)c(C)c1	-5%	-1%	·	·	2%	-7%	15%	-36%	·
36	COc1ccc(/C(O)=C2/C(=O)C(=O)N(CC3CCCO3)C2c2cccc(O)c2)cc1 (configuration not stated)	-12%	-26%	-17%	-1%	-2%	-16%	0%	?	1%
37	O=C(COC(=O)Cc1ccccc1F)NNC(=O)c1ccc(Cl)cc1	-19%	-3%	·	·	51%[activator]	-1%	14%	?	·
38	O=[N+]([O-])c1ccc(N2CCN(c3ccccc3O)CC2)cc1	-12%	-15%	-9%	6%	30%	-10%	52%[activator]	15%	-4%
39	Cc1nn2c(=O)cc(COC(=O)COc3ccccc3C)nc2s1	-14%	-15%	0%	1%	·	-10%	25%	6%[59 µM]	1%
40	CCn1cnc2scc(-c3ccccc3)c2c1=O	1%	-7%	-8%	4%	-1%	-1%	-2%	42%[59 µM]	-1%
41	CC1=C(C(=O)Nc2ccccc2C(=O)NC2CCCCC2)SCCO1	5%	-16%	-2%	30%	24%	4%	-1%	40%	-1%
42	Cc1noc(C)c1S(=O)(=O)N(C)Cc1ccccc1	-3%	6%	-10%	5%	23%	0%	-21%	12%	-6%
43	CN(CC(=O)NCCc1ccc(F)cc1)Cc1cccc(Cl)c1	-9%	-34%	-20%	-11%	-2%	-11%	83%[activator]	-18%	-2%
44	COc1ccc(Cn2c(=O)c3cccnc3n(CC(=O)Nc3c(C)cc(C)cc3C)c2=O)cc1	-13%	-4%	-4%	36%	·	9%	47%[activator]	9%[59 µM]	-3%
45	Fc1ccc(C2=NCCC(c3ccccc3)O2)cc1 (configuration not stated)	·	·	-14%[163 µM]	·	-4%[120 µM]	-12%	·	32%	-3%[120 µM]
46	CCNCCC(=O)N1c2ccccc2Sc2ccc(NC(=O)OCC)cc21	-14%	6%	2%	-12%	3%	-15%	4%	-44%[59 µM]	-7%
47	COc1cc(CN2CCN(C3CCC3)CC2CCO)cc(OC)c1 (configuration not stated)	-19%	-7%	-3%	6%	-7%	-3%	107%[activator]	-7%[0.501 µM]	4%
48	N#Cc1c(NC(=O)CSc2ncc(-c3ccccc3)n2CC2CCCO2)sc2c1CCCC2 (configuration not stated)	-12%	?	-1%	-16%	9%	1%	18%	11µM*	-2%
49	O=C(CN1N=C(c2ccc(Cl)cc2)CCC1=O)NCc1cccnc1	-16%	-5%	?	50%	18%	-8%	-14%	4%[59 µM]	3%
50	NNC(=S)NCc1ccco1	-9%	-35%	0%	0%	1%	-30%	20µM*	4%	2%
51	COc1ccc(NC(=O)Cn2c(-c3ccc(OC)cc3)cn(-c3ccc(C)cc3)c2=O)cc1	-12%	?	-9%	-3%	-6%	-22%	-16%	-31%[12.7 µM]	-5%
52	COc1ccc(NC(=O)COC(=O)Cc2c(F)cccc2Cl)cc1	-2%	3%	-24%	86%	-2%	7%[60.1 µM]	28%	-5%	-7%

Not all compounds are listed (hit frequency here may not be typical).
